Cav32 inh – blocks human Cav3.2 T-type calcium channel; Cav3.2-expressing cells, Fluo-4 calcium fluorescence FDSS; stronger effect = lower value; 4% of 100,000 active; O95180; B-score at 10 µM;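 active = single-dose well whose peak fluorescence ratio is a statistical outlier from its plate by either plate-standardised score or position-corrected B-score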
Target sequence (O95180 whole entry, looked up): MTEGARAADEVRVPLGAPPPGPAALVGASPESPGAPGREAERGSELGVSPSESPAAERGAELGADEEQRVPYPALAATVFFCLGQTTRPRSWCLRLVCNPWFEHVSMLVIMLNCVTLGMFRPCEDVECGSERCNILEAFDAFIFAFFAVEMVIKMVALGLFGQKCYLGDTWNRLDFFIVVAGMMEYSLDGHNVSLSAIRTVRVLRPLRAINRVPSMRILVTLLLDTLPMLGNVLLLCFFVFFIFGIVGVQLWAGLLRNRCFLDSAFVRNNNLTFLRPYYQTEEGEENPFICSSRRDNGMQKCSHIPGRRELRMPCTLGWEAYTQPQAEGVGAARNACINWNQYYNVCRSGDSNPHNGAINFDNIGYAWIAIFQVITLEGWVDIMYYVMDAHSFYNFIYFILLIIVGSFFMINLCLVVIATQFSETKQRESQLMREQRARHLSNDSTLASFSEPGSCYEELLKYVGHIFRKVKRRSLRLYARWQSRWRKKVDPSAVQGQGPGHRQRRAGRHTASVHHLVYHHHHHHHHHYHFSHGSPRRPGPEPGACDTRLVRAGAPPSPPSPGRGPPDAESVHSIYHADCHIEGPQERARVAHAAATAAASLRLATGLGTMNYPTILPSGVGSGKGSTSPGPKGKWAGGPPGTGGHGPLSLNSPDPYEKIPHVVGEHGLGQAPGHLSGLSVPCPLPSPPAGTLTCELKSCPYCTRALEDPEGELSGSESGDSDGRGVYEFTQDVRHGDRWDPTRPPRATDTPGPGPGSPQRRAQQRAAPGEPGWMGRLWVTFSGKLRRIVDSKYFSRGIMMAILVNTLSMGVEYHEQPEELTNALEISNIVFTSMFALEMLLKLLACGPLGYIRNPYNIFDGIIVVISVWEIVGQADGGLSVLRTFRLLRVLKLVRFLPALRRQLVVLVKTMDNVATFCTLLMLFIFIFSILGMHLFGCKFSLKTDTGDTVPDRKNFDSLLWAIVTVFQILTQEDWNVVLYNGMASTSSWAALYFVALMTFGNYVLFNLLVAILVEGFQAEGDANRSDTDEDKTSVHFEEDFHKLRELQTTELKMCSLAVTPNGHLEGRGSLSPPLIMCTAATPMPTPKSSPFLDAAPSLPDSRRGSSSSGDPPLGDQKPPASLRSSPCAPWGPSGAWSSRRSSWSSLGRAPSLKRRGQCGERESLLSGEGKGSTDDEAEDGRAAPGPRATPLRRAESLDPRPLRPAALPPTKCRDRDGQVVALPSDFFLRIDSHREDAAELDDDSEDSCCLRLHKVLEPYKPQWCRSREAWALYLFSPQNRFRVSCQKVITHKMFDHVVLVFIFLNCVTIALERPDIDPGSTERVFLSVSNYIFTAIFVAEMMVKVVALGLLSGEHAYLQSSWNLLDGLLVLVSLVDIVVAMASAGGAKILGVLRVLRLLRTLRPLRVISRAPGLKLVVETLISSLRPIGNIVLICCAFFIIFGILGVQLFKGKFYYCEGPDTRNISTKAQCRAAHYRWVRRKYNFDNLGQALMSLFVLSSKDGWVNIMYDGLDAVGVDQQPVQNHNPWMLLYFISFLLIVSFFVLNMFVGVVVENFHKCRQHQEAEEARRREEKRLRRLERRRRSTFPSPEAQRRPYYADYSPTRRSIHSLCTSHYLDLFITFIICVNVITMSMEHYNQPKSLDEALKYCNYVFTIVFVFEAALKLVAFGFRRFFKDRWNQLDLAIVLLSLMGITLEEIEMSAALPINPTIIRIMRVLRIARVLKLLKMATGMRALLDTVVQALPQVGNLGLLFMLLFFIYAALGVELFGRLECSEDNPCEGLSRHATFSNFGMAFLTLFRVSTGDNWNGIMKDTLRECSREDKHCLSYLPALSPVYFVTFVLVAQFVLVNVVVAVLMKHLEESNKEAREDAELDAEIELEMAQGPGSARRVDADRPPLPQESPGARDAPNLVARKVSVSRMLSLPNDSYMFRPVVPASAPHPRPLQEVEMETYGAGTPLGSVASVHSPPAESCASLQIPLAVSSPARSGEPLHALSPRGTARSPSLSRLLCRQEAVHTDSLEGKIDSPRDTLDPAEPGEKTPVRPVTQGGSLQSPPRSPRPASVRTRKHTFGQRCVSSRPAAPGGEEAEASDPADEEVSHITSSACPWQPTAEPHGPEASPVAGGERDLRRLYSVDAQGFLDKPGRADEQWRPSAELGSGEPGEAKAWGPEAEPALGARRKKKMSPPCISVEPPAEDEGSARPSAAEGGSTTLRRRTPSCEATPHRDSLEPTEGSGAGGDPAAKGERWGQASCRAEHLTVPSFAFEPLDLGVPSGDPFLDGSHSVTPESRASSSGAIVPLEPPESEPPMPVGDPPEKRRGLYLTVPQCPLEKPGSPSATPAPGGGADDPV
Starred values were filed as active, the others as inactive. A portion of the library; rates above refer to the full screens.

SMILES	Cav32 inh
CC(C)Oc1ccc(N2CC(C(=O)Nc3ccccc3F)CC2=O)cc1 (stereo unspecified)	-0.93
O=C(c1cccnc1)N1CCN(C(=O)c2cccs2)CC1	0.74
O=S(=O)(c1ccc(Cl)cc1)c1snnc1-c1ccccc1	-1.7
Cc1ccc(-c2nc(CS(=O)CC(=O)NCc3ccc(Cl)cc3)c(C)o2)cc1 (stereo unspecified)	-6*
CCOC(=O)c1nn(-c2ccc(F)cc2)c2nc(CC(C)C)c(C#N)c(=O)n12	-2.8
COC(=O)c1cccc(NS(=O)(=O)c2ccc(NC(C)=O)cc2)c1C	0.49
O=C(Cn1cnc2ccccc2c1=O)OCC(=O)c1ccc2c(c1)OCCO2	0.4
COc1cccc(C(=O)Nc2ccc(C(=O)O)cc2)c1	0.7
O=C1C2CC=C(Cl)CC2C(=O)N1CC1OCCc2ccccc21 (stereo unspecified)	0.11
COc1cccc(NC(=O)CNC(=O)c2cccs2)c1	0.0033
CCCc1cc(=O)[nH]c(SCC(=O)N(C)CC(=O)Nc2ccccc2CC)n1	-1.4
CC1CN(C(=O)CCc2ccccc2)C(C)CN1C(=O)CCc1ccccc1 (stereo unspecified)	1.5
Cc1cnnn1-c1ccc(C(=O)CCl)cc1	0.78
CNC(=O)Nc1cccc(C(F)(F)F)c1	-1.1
CC1(C)OC(=O)N(c2ccccc2)C12C=Cc1c(ccc3ccccc13)O2 (stereo unspecified)	-2.9
COc1cc(NC(=O)Cc2cccs2)cc(OC)c1	0.76
CCCc1nc(N)c(C#N)c(N)c1C#N	0.92
N#CC1=C(SCC(=O)NCc2ccccc2)NC(=O)CC1c1ccco1 (stereo unspecified)	0.098
COc1ncccc1-c1nnn(-c2ccc(C)cc2)n1	0.18
CCS(CC)=NS(=O)(=O)c1ccc(NC(C)=O)cc1	0.018
O=C(c1ccccc1)N1CCOC12CCN(c1ncc(C(F)(F)F)cc1Cl)CC2	0.38
CCCCNC(=O)c1ccc2c(c1)ncn2C1CCCCC1	0.65
CC(=O)C1=C(C)N(CC2CC2)C(=O)N[C@H]1c1ccc(Br)cc1	-0.4
CCOc1ccc2[nH]c(O)c(NC(C)=O)c2c1	2.4
CCCCn1c(SCC(=O)Nc2cc(NC(=O)c3ccco3)ccc2C)nc2ccccc2c1=O	-2.4

Additional records follow.
SMILES	Cav32 inh
COc1cccc(N2C(=O)C3CC=C(Cl)CC3C2=O)c1 (stereo unspecified)	-1.3
O=C(Cc1c(O)c2ccccc2[nH]c1=O)NCc1ccc(F)cc1	0.077
CCN1C(=O)C(O)(CC(=O)c2ccccn2)c2ccccc21 (stereo unspecified)	0.0052
Cc1c(F)cccc1NC(=O)CCC(=O)O	-0.74
Cc1ccccc1-c1cc(-c2ccccc2O)n[nH]1	-0.43
O=C1CC(c2ccc(Cl)cc2)n2nc(N3C(=O)c4ccccc4C3=O)nc2N1 (stereo unspecified)	-0.54
COc1ccc2c(CC(=O)N3CCc4ccccc43)coc2c1	-2
COc1cccc(C(=O)NCc2n[nH]c(=S)n2-c2cccc(C)c2)c1	0.39
CCOC(=O)C1CN(S(=O)(=O)c2ccc(OC)cc2)c2cc(CC(=O)OC)ccc2O1 (stereo unspecified)	0.13
O=C(c1ccccc1S(=O)(=O)NCc1ccccc1)N1CCCC1	0.33
CC(=O)c1ccc(OCC(O)CN2C(C)CCCC2C)cc1 (stereo unspecified)	-0.17
CCOC(=O)c1c(NC(=O)c2ccc(C)cc2)sc2c1CC(C)(C)OC2	-0.28
CCc1cccc(CC)c1N(COC)C(=O)Cn1c(CO)nc2ccccc21	0.0031
CC(=O)c1c(C)[nH]c(C(=O)N2CCN(C(=O)c3ccco3)CC2)c1C	0.72
CCN(CC)C(=O)N1CCN(S(=O)(=O)c2ccc(C)c(C)c2)CC1	0.17
O=C1CCN(Cc2nnnn2CC2CCCO2)c2ccccc2N1 (stereo unspecified)	-0.004
COc1c(S(=O)(=O)n2nc(C)cc2C)ccc(Cl)c1Cl	-2
Cc1cccc(NC(=O)C2CCCN(S(=O)(=O)c3cccc4cccnc34)C2)c1 (stereo unspecified)	-0.57
FC(F)(F)c1cc(-c2ccco2)nc(N2CCOCC2)n1	0.034
Nn1c(-c2ccco2)n[nH]c1=S	0.36
CC(O)CCC(=O)NCCNC(=O)CCC(C)O (stereo unspecified)	-1.2
O=C(NNC(=O)c1cc(-c2ccc(Cl)cc2Cl)nc2ccccc12)Nc1ccccc1	-1
c1ccc2sc(N3CCOCC3)nc2c1	0.8
Cc1ccc(C)c(N(C(=O)Cc2cccs2)C(C(=O)NC2CCCC2)c2ccc(C)o2)c1 (stereo unspecified)	0.016
CCOC(=O)c1c(C)[nH]c(=S)c(C#N)c1-c1ccc(OC)cc1	0.81

(cont.)
SMILES	Cav32 inh
COC(=O)c1c(NC(=O)Cc2cccs2)sc2c1CCCC2	0.17
CCN1CCN(CCCNC(=O)c2cc3sccc3n2CC)CC1	0.00081
COc1ccccc1-c1cc(C(=O)Nc2sc3c(c2C#N)CCC(C)C3)c2ccccc2n1 (stereo unspecified)	-0.27
O=C(NCC1CCCO1)C1C2C=CC3(CN(Cc4cccs4)C(=O)C13)O2 (stereo unspecified)	0.66
CCCOc1cc(C)c(S(=O)(=O)N2CCN(C)CC2)cc1C	0.33
N#Cc1cc([N+](=O)[O-])ccc1Oc1cccc(/C=N/NC(=O)c2cccc(Cl)c2)c1	-2.5
CCOC(=O)c1cc(OC(=O)c2cccc([N+](=O)[O-])c2)n(-c2ccccc2)n1	0.82
NC1=NC[C@H](Cc2ccccc2)N1CCCCC1CCCCC1	-0.0054
CC(C)CCNc1ncnc2c1nnn2Cc1ccccc1Cl	-0.82
O=C(CC1Nc2ccccc2NC1=O)c1ccccc1 (stereo unspecified)	-0.95
COCCN1C(=O)C(=O)/C(=C(/O)c2cccc(S(=O)(=O)N(C)C)c2)C12C(=O)N(C)c1ccccc12 (stereo unspecified)	0.11
CC1(C)CC(N2CCC(=O)N(C3CC(C)(C)NC(C)(C)C3)C2)CC(C)(C)N1	-0.0017
CC(=O)n1cc([C@H]2C=C(C(=O)N3CCN(Cc4ccccc4)CC3)O[C@@H](OCCCCO)C2)c2ccccc21	-0.92
COc1ccccc1/C=N/n1c(N)c(C(=O)NC2CCCCC2)c2nc3ccccc3nc21	-0.46
CC(C)Oc1ccc(C(=O)Nc2ccc(NC(=O)c3ccco3)c(Cl)c2)cc1	-2
O=C(Cn1nnc2c(cnn2-c2ccc(F)cc2)c1=O)c1ccccc1F	0.032
CCCn1c(SCC(=O)OCc2ccccc2)nc2c1c(=O)n(C)c(=O)n2C	2
Clc1ccc(N2CCN(c3cnc4ccccc4n3)CC2)cc1	-1.7
CCCOC(=S)Nc1ccccc1	-0.44
COc1cccc(C2C=C(c3ccc(OC)cc3OC)Nc3nnnn32)c1 (stereo unspecified)	-2.9
COc1ccc(-c2nnc(NC(=O)C3CCCO3)s2)cc1 (stereo unspecified)	0.39
CCOC(=O)N1CCN(C(=O)Nc2ccc3nccnc3c2)CC1	-0.065
CCOC(=O)/C=c1\sc2n(c1=O)CCN=2	1.6
Cc1cc2n(n1)SC(Nc1cccc3ccccc13)N2 (stereo unspecified)	0.0047
CC(=O)Nc1ccc(NC(=O)CSC2=NCCS2)cc1	0.78

Next part.
SMILES	Cav32 inh
Cc1ccc(NC(=O)N2CCSc3ccccc32)cc1	-0.75
Cc1ccc(S(=O)(=O)/C=C2\NC(=O)CS2)cc1	0.58
O=C1CCCC/C1=C\Nc1ccc(Cl)cn1	0.57
CCC(Sc1nc2cc3c(cc2c(=O)n1Cc1ccco1)OCO3)C(=O)NCCOC (stereo unspecified)	1.8
CCOC(=O)c1oc2ccc(S(=O)(=O)n3nc(-c4ccc(Cl)cc4)cc3N)cc2c1C	-0.61
CCc1[nH]nc2c1C(c1cccc(OC(=O)N3CCOCC3)c1)C(C#N)=C(N)O2 (stereo unspecified)	0.78
CCc1ccc(NC(=O)CCN2C(=O)c3cccnc3C2=O)cc1	0.029
Cc1c(C(=O)NCCN2CCOCC2)oc2ccccc12	0.0059
O=[N+]([O-])c1ccc(Sc2cccc3cccnc23)cc1	-1.5
CCOC(=O)Oc1ccc2c(c1)C(C)=CC(C)(C)N2C(=O)OCC	-1.5
CC1CCN(CCNC(=O)CN(C)S(=O)(=O)c2cccc3nsnc23)CC1	1.4
COc1ccccc1NC(=O)CSc1nc2sc(C)c(C)c2c(=O)n1Cc1ccco1	-3.7
COc1ccc(NC(=O)C2CC(=O)N(C)C(=Nc3ccc4c(c3)OCO4)S2)cc1 (stereo unspecified)	-1.4
Cc1ccc(N(C(=O)c2ccc(Br)o2)C2C=CS(=O)(=O)C2)cc1 (stereo unspecified)	-0.009
COc1ccc(C(=O)Cn2nnc(-c3ccccc3F)n2)cc1	0.15
c1ccc(Cn2c(NCc3ccco3)nc3ccccc32)cc1	-1.9
Cc1ccc(C)c(OCCCN2CCCC2)c1	0.63
N#Cc1cccc(-n2c(-c3ccccc3)nnc2-c2ccccc2)c1C#N	-0.97
COc1cc(CC(=O)OCC(=O)Nc2ccc(S(=O)(=O)N3CCCC3)cc2)cc(OC)c1OC	-1.5
CC1Cc2nc(SCC(=O)N3CCCc4ccccc43)n(C)c(=O)c2S1 (stereo unspecified)	1.7
CC1=NN(C(=O)c2ccccc2Br)C(O)(c2cccnc2)C1 (stereo unspecified)	0.38
Cc1ccc(Cn2c(CN(C)Cc3ccccc3)nc3c2c(=O)n(C)c(=O)n3C)cc1	-5.2*
O=C(C1=C[C@H](c2ccc(C(F)(F)F)cc2)C[C@H](OCc2ccc(CO)cc2)O1)N1CCN(Cc2ccc3c(c2)OCO3)CC1	-0.78
CCOC(=O)C1=NNC2C(=O)N(CC)C(=O)C12 (stereo unspecified)	0.48
O=C(c1cc2ccccc2o1)N1CCN(S(=O)(=O)c2cccs2)CC1	0.089

Reprinted at random: 3 entries already listed.
SMILES	Cav32 inh
Cc1ccc(NC(=O)N2CCSc3ccccc32)cc1	-0.75
O=C(C1=C[C@H](c2ccc(C(F)(F)F)cc2)C[C@H](OCc2ccc(CO)cc2)O1)N1CCN(Cc2ccc3c(c2)OCO3)CC1	-0.78
COc1ccccc1NC(=O)CSc1nc2sc(C)c(C)c2c(=O)n1Cc1ccco1	-3.7

A draw from above in order of heavy-atom count, descending.
SMILES	Cav32 inh
CC(=O)n1cc([C@H]2C=C(C(=O)N3CCN(Cc4ccccc4)CC3)O[C@@H](OCCCCO)C2)c2ccccc21	-0.92
O=C(c1cc2ccccc2o1)N1CCN(S(=O)(=O)c2cccs2)CC1	0.089
O=C(Cc1c(O)c2ccccc2[nH]c1=O)NCc1ccc(F)cc1	0.077
CC(=O)C1=C(C)N(CC2CC2)C(=O)N[C@H]1c1ccc(Br)cc1	-0.4
CC(=O)Nc1ccc(NC(=O)CSC2=NCCS2)cc1	0.78
CC(O)CCC(=O)NCCNC(=O)CCC(C)O (stereo unspecified)	-1.2
Cc1ccc(S(=O)(=O)/C=C2\NC(=O)CS2)cc1	0.58

The list continues.
SMILES	Cav32 inh
O=C(Cc1ccccc1)NCC(=O)OCC(=O)c1ccc(OC(=O)c2ccccc2)cc1	-0.11
CCOC(=O)c1cnc2c(N=Nc3cccc(Cl)c3)c(N)nn2c1N	-0.012
Cc1ccc(-c2nnc(SCC(=O)N3CC(C)CC(C)C3)o2)cc1C (stereo unspecified)	-3.3
O=C(NCc1ccc(F)cc1)c1cc2sccc2n1Cc1ccc(F)cc1	-2.5
O=[N+]([O-])c1ccc(/C=N/n2c(COc3ccccc3)n[nH]c2=S)cc1	0.29
Cc1cccc(N2C(=O)c3cccnc3C2=O)c1	-0.033
COc1ccc(C(C)=O)cc1CN1C(=O)NC2(CCCCCC2)C1=O	0.69
Cc1nc(SCc2ccc([N+](=O)[O-])cc2)nc2ccccc12	0.43
CCOC(=O)C1=C(C)N(C)C(=O)NC1c1ccccc1OC (stereo unspecified)	0.1
C(=C\c1ccccc1)/CSc1nnc(-c2ccncc2)n1Cc1ccco1	-1.6
COC(=O)CSc1nc(NC(C)=O)nc(C)c1Br	0.58
Cc1noc(C)c1S(=O)(=O)N1CCN(Cc2ccc3c(c2)OCO3)CC1	-0.17
CCCC(=O)Nc1ccc(N2CCN(C(=O)CCC)CC2)cc1	-0.25
CCOC(=O)c1nc(C)c(C(C)=O)s1	0.12
Cc1ccc(C(=O)c2nc3c(n2O)CCCC3)cc1	-0.0079
O=S(=O)(c1ccccc1)c1nc(-c2ccco2)oc1N1CCOCC1	0.32
Cc1nc(N2CCN(C(=O)c3ccc(Cl)cc3)CC2)c(C#N)c2c1COC(C)(C)C2	0.025
COc1ccc(CC(=O)NC(C)(C)CC(C)=O)cc1OC	0.7
CCN(CC)S(=O)(=O)c1ccc(OC(C)C)nc1	0.24
COc1ccc(NC(=O)CSc2nnc(C3CCCCC3)n2-c2ccccc2)cc1	-6.1*
Fc1cccc(NCc2cn3ccccc3n2)c1	-0.98
CC1CCC(N2CCN(c3ncccn3)CC2)C1 (stereo unspecified)	-1.2
Cc1cccc(OCC(O)CN2C(C)(C)CC(O)CC2(C)C)c1C (stereo unspecified)	0.012
CCOC(=O)c1c(C)c(C(=O)NCc2cccnc2)c(C)n1C	-0.62
COc1ccc(CCNC(=O)C2CC2)cc1OC	0.066

The list goes on:
SMILES	Cav32 inh
Cc1sc2ncnc(SCC#N)c2c1C	0.5
C=CCn1c(-c2ccccc2)c[nH]c1=S	-0.12
c1ccc(N2CC[N+]3(CCCC3)CC2)nc1	1.5
Clc1ccccc1-c1nnc2sc(C3COc4ccccc4O3)nn12 (stereo unspecified)	0.72
CCN(c1ccccc1)S(=O)(=O)c1cc(OC)ccc1OC	-0.9
CCc1cccc(C)c1NC(=O)CSc1nnc(-c2cc3cc(Br)ccc3o2)n1CC	-1.2
Cc1cc([N+](=O)[O-])c(NCCCCCCO)c([N+](=O)[O-])c1	-1.5
Cc1sc2ncnc(OCC(=O)c3ccc(S(=O)(=O)N4CCCC4)cc3)c2c1C	0.028
CC(=O)c1ccc(N2CCN(C(=O)c3ccc4c(Cl)c5c(nc4c3)CCCC5)CC2)cc1	-0.58
O=C(NCc1ccco1)[C@@H]1CSC2c3ccccc3C(=O)N21 (stereo partly specified)	-0.00043
Cc1ccc(Cl)cc1N1CCN(C(=O)Cn2ccc3ccccc3c2=O)CC1	-2.7
COC(=O)c1ccc(N2CCC(C)CC2)c(N)c1	-0.35
